Compound activity (PubChem)
Keap1 Nrf2 FP: Keap1-Nrf2 (human) interaction inhibition | Q14145 | Keap1 Kelch-Nrf2 peptide fluorescence polarization, 1536-well | inhibition, % at 9.4 µM | hit rate 0.15% among 340,000 | AID 504523; in the data active = inhibition above about 12%;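 also: human Keap1 Kelch domain with fluorescein labeled Nrf2 9mer peptide probe; 0% = neutral control wells and 100% = peptide positive control; higher means more block of Keap1 binding to Nrf2 peptide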
OPRM1-OPRD1 ag: agonists of human mu-delta opioid receptor heterodimerization | P35372+P41143 | cells, OPRM1-OPRD1 heterodimerization, luminescence | activation, % at 9.3 µM | hit rate 0.3% among 340,000; in the data active = activation above about 18%;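 also: 0% = vehicle-treated cells and 100% = reference agonist; values of inactives mirror those of a sister screen read the other way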
Target sequence (P35372 whole entry, looked up): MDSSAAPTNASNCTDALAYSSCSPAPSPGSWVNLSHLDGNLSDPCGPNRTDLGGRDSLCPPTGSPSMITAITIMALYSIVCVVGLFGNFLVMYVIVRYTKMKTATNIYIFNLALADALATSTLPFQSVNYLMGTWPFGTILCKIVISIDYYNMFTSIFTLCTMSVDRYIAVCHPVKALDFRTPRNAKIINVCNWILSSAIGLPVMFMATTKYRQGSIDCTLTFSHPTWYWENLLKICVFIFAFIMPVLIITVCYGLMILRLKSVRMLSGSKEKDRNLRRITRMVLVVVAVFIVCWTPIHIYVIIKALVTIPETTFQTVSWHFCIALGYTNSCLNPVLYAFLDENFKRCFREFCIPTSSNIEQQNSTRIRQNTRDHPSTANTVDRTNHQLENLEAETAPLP
Target sequence (P41143 whole entry, looked up): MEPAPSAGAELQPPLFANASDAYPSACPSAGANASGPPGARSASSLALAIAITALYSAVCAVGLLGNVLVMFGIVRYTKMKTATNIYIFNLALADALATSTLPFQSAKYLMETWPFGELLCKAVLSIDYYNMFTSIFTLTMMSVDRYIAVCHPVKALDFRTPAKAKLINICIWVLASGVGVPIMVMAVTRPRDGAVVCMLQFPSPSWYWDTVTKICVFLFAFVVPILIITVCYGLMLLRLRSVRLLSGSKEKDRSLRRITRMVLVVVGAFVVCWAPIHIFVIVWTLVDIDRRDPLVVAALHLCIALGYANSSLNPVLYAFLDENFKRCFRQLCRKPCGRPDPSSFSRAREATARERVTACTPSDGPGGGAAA
V-ATPase pH: yeast V-ATPase proton transport regulation by pHLuorin | S. cerevisiae, pHLuorin cytosolic pH fluorescence | response, % at 10 µM | hit rate 0.37% among 350,000 | AID 504577; in the data active = response mostly above about 7.3%, no sharp cut-off; inactive = mostly below about 5.4%; also: actives read high; inactives centre near 0; some compounds called inactive have numbers as strong as hits; reference of the scale not given here
CAL PDZ FP: inhibitors of human CAL PDZ peptide binding; Q9HD26; purified CAL PDZ, TMR-peptide fluorescence polarization, 1 h; inhibition, % at 24.9 µM; hit rate 0.92% among 300,000; AID 602252;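 active = mean inhibition of at least 30% with at least half of replicates also reaching 30%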;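 also: 0% = DMSO neutral control and 100% = excess unlabeled competitor peptide PRC23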
HTR5A inv ag: inverse agonist of human HTR5A in OPRM1-OPRD1 counter-screen; HTR5A cell line, luminescence, inverse agonism; hit rate 0.083% among 340,000; AID 504634; inhibition, % at 9.3 µM; in the data active = inhibition mostly above about 23%, no sharp cut-off; inactive = mostly below about 18%;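 also: 0% = cells with DMSO and 100% = no-cell wells with DMSO; some compounds called inactive have numbers as strong as hits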
HTR5A ag ctr: counter-screen for OPRM1-OPRD1 agonists: human HTR5A agonism | HTR5A agonist assay, luminescence, cell-based | activation, % at 9.3 µM | hit rate 0.61% among 340,000 | AID 504692; in the data active = activation mostly above about 9.5%, no sharp cut-off; inactive = mostly below about 7.6%;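 also: 0% = cells with vehicle only and 100% = reference agonist; strong numbers were not always called active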
LANA DNA inh: blocks KSHV LANA C-terminal domain binding to DNA. MBP-C-LANA/FAM-LBS DNA binding, fluorescence polarization. inhibition, % at 9 µM. hit rate 0.078% among 340,000. AID 504423;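 active = highest replicate inhibition at or above 60% at 9 µM, even if other replicates fall short; inactive = all replicates below 60% inhibition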;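 also: 0% = neutral control wells and 100% = 4 µM acridine orange control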
RTF Ca sens inh: cardiac RTF calcium desensitization; P19429+P45379; IANBD-labeled cardiac RTF, Ca2+ fluorescence; inhibition, % at 7.15 µM; hit rate 0.12% among 340,000;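 active = inhibition above the mean inhibition of all tested compounds plus 3 SD, cut at about 17% in these data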;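 also: assay run at fixed EC70 calcium of 1.6 mM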
RTF Ca sens act: increases calcium sensitivity of human cardiac regulated thin filaments; P19429+P45379; AID 493008; hit rate 0.24% among 340,000; IANBD-labeled TnC RTF fluorescence at EC20 calcium; 0% EC20 calcium, 100% full calcium; activation, % at 7.2 µM;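 active = activation above the mean over all tested compounds plus 3 SD, cut at about 30% in these data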;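 also: rise in fluorescence read as greater calcium sensitivity of cardiac thin filaments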
MOR-DOR inv ag: mu-delta opioid heterodimer inverse agonism; P35372+P41143; cell-based MOR-DOR heterodimer luminescence; inhibition, % at 9.3 µM; hit rate 0.21% among 340,000; AID 504357; in the data active = inhibition above about 22%, passing the limit was not always enough;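 also: 0% = cells with DMSO and 100% = wells without cells with DMSO; values of inactives mirror those of a sister screen read the other way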
Starred values were filed as active, the others as inactive; . = no result given.

SMILES	Keap1 Nrf2 FP	OPRM1-OPRD1 ag	V-ATPase pH	CAL PDZ FP	HTR5A inv ag	HTR5A ag ctr	LANA DNA inh	RTF Ca sens inh	RTF Ca sens act	MOR-DOR inv ag
COc1ccc(N=N/C(=C\O)C(=O)c2ccco2)cc1	-1	-2.6	-1	-1	-24	-11	-1.5	4	1	13
CN(c1c(C#N)c(C(F)(F)F)nn1C)N(S(C)(=O)=O)S(C)(=O)=O	-3	1.7	-3	3	-7	3	-0.8	-2	0	-10
CCN1/C(=C/C(=O)c2ccco2)Sc2ccccc21	2	-2.0	-1	2	-18	3	0.8	-16	-7	12
COCC(C)NC(C(=O)Nc1cccc(C(C)=O)c1)c1ccccc1 (configuration not stated)	4	-3.5	3	0	0	1	-1.2	-3	-1	18
O=C(Cn1cnc2ccccc2c1=O)c1ccc2c(c1)OCCO2	2	-1.6	3	-6	5	-2	1.4	-13	1	9
CCOc1ccc(CCNC(=O)CS(=O)(=O)Cc2nc(-c3cccc(OC)c3)oc2C)cc1	0	0.5	-2	-2	-17	4	-0.9	-13	-4	-2
O=C(Cn1c(=O)cnc2ccccc21)N1CCN(S(=O)(=O)c2ccccc2Br)CC1	0	-1.2	6	-8	7	-3	-0.5	-6	0	7
Cc1cc(C)cc(N2C(=O)CSC2c2cccs2)c1 (configuration not stated)	3	-0.2	-1	-1	-16	5	0.4	-11	6	1
CCOc1cc(C(=O)N2CCC(CC3CC(c4ccc(Cl)cc4)=NO3)(C(=O)NCC3CCCCC3)CC2)cc(OCC)c1OCC (configuration not stated)	-4	-2.3	-5	-4	-11	-1	-1.0	-41	4	13
CCSc1n[nH]c2nc3c(c(=O)n12)C1(CCCCC1)Cc1ccccc1-3	-3	-1.6	-1	-2	3	3	-1.6	0	0	8
CSCCC(NC(=O)c1cccc([N+](=O)[O-])c1)c1nc2ccccc2[nH]1 (configuration not stated)	-1	-2.5	0	.	-21	-1	-0.8	4	4	14
NC1=NC2(CCC(c3ccccc3)CC2)n2c(nc3ccccc32)N1 (configuration not stated)	-3	1.1	2	-5	8	-2	-1.4	-15	0	-6
COc1cc(NC(=S)N2CCN(Cc3ccccc3)CC2)cc(OC)c1	-5	0.4	-3	-3	8	2	-0.7	-14	10	-2
CCc1nc(NCCC(C)C)c2nnn(Cc3ccccc3)c2n1	-3	12	-4	4	-8	2	0.9	-2	0	-57
Cc1ccc(CCNS(=O)(=O)c2cnc[nH]2)cc1	-5	-1.4	1	-3	-21	-2	0.7	-3	-3	8
CCN1C(=O)c2cccc3c(NC(=O)c4ccc5c(c4)OCCO5)ccc1c23	3	0.9	1	0	-2	6	4.6	-16	18	-5
O=C(Nc1sc2c(c1C(=O)c1ccccc1)CCCC2)c1cccnc1	-1	0.2	-3	-1	-5	-1	-1.7	2	-1	-1
CCN1CCN(c2nc3c(c(=O)n(C)c(=O)n3C)n2Cc2cccc3ccccc23)CC1	-3	-2.8	0	-2	-19	-2	-1.0	-7	4	16
O=C(N/N=C/c1cccc(OC(=O)c2ccccc2Cl)c1)c1cccnc1	3	-1.6	3	-5	7	-2	-1.0	1	1	9
Cc1nn(CCCC(=O)NCCc2ccccc2)c(C)c1[N+](=O)[O-]	1	-0.9	-2	.	-12	-7	-0.6	-4	-2	4
CC(C)Nc1nc(NC(C)C)nc(Nn2cnnc2)n1	2	-4.6	0	4	-2	1	-0.1	6	-6	23
Cc1ccc(S[C@@H](CCN2CC[C@H](O)CCC2=O)c2ccccc2)cc1	1	-0.2	0	-5	10	-4	-0.7	-2	3	1
CCOc1ccc(NC(=O)c2ccco2)cc1S(=O)(=O)N1CCCC1	-3	-0.1	2	-2	-19	1	-0.4	-14	1	0
Cc1[nH]c2ccccc2c1C(=O)CN1CC(C)CC(C)C1 (configuration not stated)	2	-1.5	-2	0	15	-4	2.8	2	-1	9
COC(=O)c1ccc(/C=N/NC(=S)NC(C)C)cc1	-2	1.8	-1	8	2	-4	-1.5	-7	0	-9

Record cards (already shown). Order of values: Keap1 Nrf2 FP	OPRM1-OPRD1 ag	V-ATPase pH	CAL PDZ FP	HTR5A inv ag	HTR5A ag ctr	LANA DNA inh	RTF Ca sens inh	RTF Ca sens act	MOR-DOR inv ag
Record of `O=C(Nc1sc2c(c1C(=O)c1ccccc1)CCCC2)c1cccnc1` = -1	0.2	-3	-1	-5	-1	-1.7	2	-1	-1
Record of `Cc1cc(C)cc(N2C(=O)CSC2c2cccs2)c1` (configuration not stated) = 3	-0.2	-1	-1	-16	5	0.4	-11	6	1

The list continues:
SMILES	Keap1 Nrf2 FP	OPRM1-OPRD1 ag	V-ATPase pH	CAL PDZ FP	HTR5A inv ag	HTR5A ag ctr	LANA DNA inh	RTF Ca sens inh	RTF Ca sens act	MOR-DOR inv ag
Cc1cc(C(=O)N2CCN(c3ccc([N+](=O)[O-])cc3)CC2)c(C)o1	2	-1.5	-3	.	-17	7	1.4	-6	-5	8
Cc1cccc2cc(C(c3nnnn3CC3CCCO3)N3CCCc4ccccc43)c(=O)[nH]c12 (configuration not stated)	-7	-1.2	-2	2	-20	-1	1.2	9	0	6
COc1ccc(F)c(CN2CCN(CCc3ccccc3)C(CCO)C2)c1 (configuration not stated)	2	2.0	8	.	18	8	0.4	-1	3	-10
O=C(Cc1c(F)cccc1Cl)Nc1ccncc1	1	-1.8	-1	-1	6	2	1.1	-10	0	10
Cc1ccc(CNC(=O)CSc2nc3ccccc3c(=O)n2CC2CCCO2)cc1 (configuration not stated)	-1	-2.9	-2	-2	-16	6	1.0	-1	1	12
Cc1ccc(S(=O)(=O)NC2=NCN(CC(=O)O)CN2)cc1	-3	-2.4	4	3	4	-2	0.5	7	5	13
COc1ccc(N2CCN(S(=O)(=O)c3cn(C)c(=O)n(C)c3=O)CC2)cc1	-3	-0.2	-1	-3	-7	-6	-0.9	-16	-1	1
Cc1cc(C)nc(N2CCN(c3ccc(F)cc3)CC2)n1	0	-0.2	1	-11	10	4	0.0	0	0	1
COc1ccc(S(=O)(=O)N2CCc3ccccc32)cc1NC(C)=O	-5	-1.6	0	-3	15	-3	-0.6	8	-9	8
Cc1cccc(NC(=S)NCc2ccc3c(c2)OCO3)c1C	2	-1.9	5	50*	3	-1	0.4	1	3	10
O=C(COc1cccc(C(F)(F)F)c1)Nc1ccc2[nH]ncc2c1	-2	0.3	0	-1	-5	1	-2.2	6	-7	-2
CCOCCCNC(=O)c1ccc(OC)c(OC2CCN(C(C)C)CC2)c1	-4	-2.2	3	-3	6	-2	0.7	-4	-4	11
COc1ccc(C(c2sc3nc(C)nn3c2O)N2CCN(CCO)CC2)cc1OC (configuration not stated)	-1	-0.5	-1	27	20	1	-0.1	-4	7	3
CCOc1ccccc1C(=O)NCC(=O)N(C)Cc1cccnc1	0	0.1	0	-3	10	-2	0.9	7	-1	0
O=C(c1ccco1)N1CCN(c2ccc(N3CCCCC3)nn2)CC1	0	0.4	3	0	-10	3	-4.9	0	2	-3
COC(=O)c1c(NC(=O)CCS(=O)(=O)c2ccccc2)sc2c1CCN(C)C2	-3	-3.7	7	-2	0	3	-1.2	-5	-1	20
Oc1cccnc1SCc1ccccc1	2	-3.1	0	-1	-15	-2	2.0	-3	-6	18
Cc1ccc(NC(=O)CNc2ccccc2N2CCCC2=O)cc1S(=O)(=O)N1CCOCC1	-3	-0.9	4	-2	-8	1	1.2	-5	-4	5
Cc1cc2occ(CC(=O)Nc3nccs3)c2cc1C(C)C	-1	-0.5	0	.	3	5	-0.1	-5	0	3
N#Cc1ccccc1NC(=O)COC(=O)CSc1nc2ccccc2o1	0	-2.7	-4	.	-3	2	1.0	3	-6	12
CCOC(=O)c1ccc(N2C(=O)C3CC=C(C)CC3C2=O)cc1 (configuration not stated)	-1	-2.8	1	-2	5	-2	0.8	-10	3	14
FC(F)(F)c1ccc(/C=N/NC(=S)NC2CCCCC2)cc1	-2	4.6	-2	6	-18	6	-0.8	3	-4	-24
CCCCOc1ccc(-c2nnn(CCC(=O)N3CCOCC3)n2)cc1	5	-1.8	4	0	5	3	1.1	1	0	11
CC(=O)N1c2ccccc2NC2=C(C(=O)CCC2)C1c1ccco1 (configuration not stated)	0	4.9	-1	0	-33	7	2.2	-6	4	-25
CCN1C(=O)c2ccc(-c3nc4ccccc4c(=O)o3)cc2C1=O	-4	-0.4	0	23	-20	7	2.1	-12	5	2
Next structures.
SMILES	Keap1 Nrf2 FP	OPRM1-OPRD1 ag	V-ATPase pH	CAL PDZ FP	HTR5A inv ag	HTR5A ag ctr	LANA DNA inh	RTF Ca sens inh	RTF Ca sens act	MOR-DOR inv ag
Cc1cccc(NC(=O)C2CCN(C(=O)c3ccco3)CC2)c1C	2	0.8	2	-3	-7	2	1.3	3	5	-5
O=S(=O)(c1ccc(Cl)cc1)N1CCCC(c2nc(-c3ccc(F)cc3)no2)C1 (configuration not stated)	-2	-0.8	3	-2	9	5	-1.9	1	2	4
CCOC(=O)c1[nH]c2ccc(OC)cc2c1NC(=O)CN1CCc2ccccc2C1	-4	5.5	-3	-3	5	6	1.6	-1	4	-29
CC(Sc1ncn[nH]1)C(=O)Nc1ccc(Cl)cn1 (configuration not stated)	2	-1.4	0	.	-15	0	-2.0	-11	2	9
CC1CC(C)CN(C(=O)c2ccc(NC(=O)c3ccc(=O)[nH]c3)cc2)C1 (configuration not stated)	0	-0.3	4	.	-11	4	1.4	1	-1	2
CCOC(=O)N1CCC(N2C(=O)c3ccc(C(=O)Nc4cccc(OC)c4)cc3C2=O)CC1	-5	-2.9	2	-2	-2	1	0.5	2	1	15
Cc1nc2ccccn2c1C(=O)C(=O)Nc1cc(F)ccc1F	-5	3.3	2	-3	-10	4	0.4	14	3	-17
O=C1CC(N2CCN(Cc3ccc4c(c3)OCO4)CC2)C(=O)N1c1ccccc1 (configuration not stated)	-2	-2.6	3	-11	-13	1	0.3	-4	3	13
CN(C)c1ccc(C(c2nnnn2C(C)(C)C)N2CCN(C(=O)c3ccco3)CC2)cc1 (configuration not stated)	-1	-1.3	-4	-1	6	-2	1.7	-1	2	6
Cc1cccc(C)c1N/C=C/c1onc(C)c1[N+](=O)[O-]	-1	0.9	3	-4	-36	13	0.8	4	-8	-5
O=C(CCn1cnnn1)N1CCCC(Nc2ccc(F)cc2)C1 (configuration not stated)	0	-0.5	4	-3	-7	1	1.8	4	-1	3
O=C(c1cc2ccccc2o1)N1CCN(Cc2ccccc2)CC1	-2	1.2	-3	-4	7	1	-1.4	-4	-1	-8
NC(=O)C1Cc2ccccc2CN1S(=O)(=O)c1cccs1 (configuration not stated)	-5	-1.7	5	.	7	-2	2.7	-5	5	9
CCn1c(SCC(=O)Nc2ccccc2C(=O)OC)nnc1-c1ccc(N)cc1	3	-0.4	1	-1	23	-1	0.9	-3	0	2
CC(C)(C)NC(=O)c1cccnc1Sc1ccccc1	0	-0.5	1	-2	0	0	-1.1	1	2	3
CC(=O)Nc1ccc(NC(=O)CSc2nnc(NC(=O)C3CC(=O)N(c4ccc(F)cc4)C3)s2)cc1 (configuration not stated)	-3	-3.4	2	0	23	3	0.4	-2	3	18
CCOc1ccccc1N1CCN(CC(=O)NCCc2ccc(S(N)(=O)=O)cc2)CC1	-4	-0.4	3	-2	-13	4	0.9	-16	7	2
CC(=O)Nc1cc(C(=O)N2CCCC2)ccc1Sc1ccc(Cl)cc1	1	0.7	2	-1	-40	8	0.4	-2	-1	-4
N/C(Cc1cccs1)=N\OC(=O)COc1ccccc1Cl	-4	0.4	0	-1	0	0	-1.1	-1	2	-2
